# Bioassay records from PubChem BioAssay.
# ELG1 DNA repair – ELG1-dependent DNA repair inhibition | 2.3% of 330,000 active | AID 504467 | Potency, µM (highest dose often 46.1 µM), for the others: at the highest dose activity change, negative = inhibition, hits mostly inhibitors | HEK293T ELG1-luciferase reporter, luminescence, 16 h; DNA damage induced by 5-fluorouridine; further: potency means the concentration at half of the fitted maximal effect; on the % scale 0 is the no-effect control and ±100 the full control effect; nearly all actives have a fitted effect of over 55% in size
#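 5-Fluorouridine DNA damage + compound/DMSO, 2,000 cells/well, 16 h, 37 °C/5% CO2. ONE-Glo, 30 min RT, luminescence. Readout = decrease in reporter signal.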
# NPC1 prom act – activators of NPC1 promoter | 2.4% of 320,000 active | Huh7 NPC1 promoter luciferase reporter, 24 h | Potency, µM (titrated, usually from 9.22 µM), for the others: at the top dose activation, most hits filed as activators;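 further: potency means the concentration at half of the fitted maximal effect; % of control where 0% means no effect; nearly all actives have a fitted effect of over 60% in size; reporter is driven by a mutant NPC1 promoter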
#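 Huh7 reporter cells (NPC1 promoter driving luciferase) are dosed with compound for 24 h at 37 °C, 5% CO2; luciferase detection reagent is then added and luminescence measured after 10 min at ambient temperature.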
# RORgamma inh – ROR gamma (mouse) transcription inhibition. P51450. Drosophila S2 Gal4-RORgamma UAS-luciferase reporter, 20 h. Potency, µM (highest dose often 53.6 µM), without a hit: at the top dose activity change, negative = inhibition, actives largely listed as inhibitors. 5.4% of 310,000 active. AID 2551; further: potency means the concentration at half of the fitted maximal effect; on the % scale 0 is the no-effect control and ±100 the full control effect; nearly all actives have a fitted effect of over 60% in size
# Target sequence (P51450 whole entry, looked up, the tested form may be a part): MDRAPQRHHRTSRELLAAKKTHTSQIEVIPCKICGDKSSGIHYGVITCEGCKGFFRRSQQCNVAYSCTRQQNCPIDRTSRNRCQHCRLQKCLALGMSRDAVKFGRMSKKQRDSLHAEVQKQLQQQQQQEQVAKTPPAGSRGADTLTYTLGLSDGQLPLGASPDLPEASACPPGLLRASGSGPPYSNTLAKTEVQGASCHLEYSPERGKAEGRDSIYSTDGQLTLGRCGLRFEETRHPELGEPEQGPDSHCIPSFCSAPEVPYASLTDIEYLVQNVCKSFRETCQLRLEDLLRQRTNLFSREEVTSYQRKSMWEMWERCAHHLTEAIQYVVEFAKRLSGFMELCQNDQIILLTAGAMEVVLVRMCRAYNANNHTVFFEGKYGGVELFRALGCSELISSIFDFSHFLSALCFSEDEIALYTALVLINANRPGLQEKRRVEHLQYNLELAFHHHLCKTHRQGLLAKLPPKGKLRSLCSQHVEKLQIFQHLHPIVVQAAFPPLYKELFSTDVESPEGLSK
#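 ROR gamma transcriptional activity was tracked as Gal4-UAS luciferase output in stably transfected Drosophila Schneider cells, with compound added 1 hr before 700 uM copper sulfate induction and a 20 hr ambient-temperature incubation.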
# Tb PFK inh – inhibitors of T. brucei phosphofructokinase; 0.17% of 330,000 active; Potency, µM (highest dose often 57.5 µM), inactives show top-dose activity, negative = inhibition, actives largely listed as inhibitors; O15648; AID 485367; T. brucei PFK, ADP-Glo luminescence;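 further: potency means the concentration at half of the fitted maximal effect; 0% = uninhibited 1x PFK enzyme wells and -100% = no-enzyme wells; nearly all actives have a fitted effect of over 60% in size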
#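 Activity is normalized to no-enzyme wells (full inhibition) and 1.25 nM enzyme wells (no inhibition). Reaction: 0.5 mM F6P, 0.1 mM ATP, 45 min RT, ADP-Glo luminescence; concentration-response curves fitted and classed by quality.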
# FLuc counter – firefly luciferase modulation, counter-screen for miR-21 project | P08659 | purified FLuc, Km substrates, luminescence inhibition | Potency, µM (doses to about 57.5 µM), for the others: at the highest dose activity change, negative = inhibition, usual class: inhibitors | 6.9% of 360,000 active | AID 588342;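 further: potency means the concentration at half of the fitted maximal effect; plate controls were vehicle for no effect and reference inhibitor for full effect; nearly all actives have a fitted effect of over 55% in size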
# Target sequence (P08659 whole entry, looked up): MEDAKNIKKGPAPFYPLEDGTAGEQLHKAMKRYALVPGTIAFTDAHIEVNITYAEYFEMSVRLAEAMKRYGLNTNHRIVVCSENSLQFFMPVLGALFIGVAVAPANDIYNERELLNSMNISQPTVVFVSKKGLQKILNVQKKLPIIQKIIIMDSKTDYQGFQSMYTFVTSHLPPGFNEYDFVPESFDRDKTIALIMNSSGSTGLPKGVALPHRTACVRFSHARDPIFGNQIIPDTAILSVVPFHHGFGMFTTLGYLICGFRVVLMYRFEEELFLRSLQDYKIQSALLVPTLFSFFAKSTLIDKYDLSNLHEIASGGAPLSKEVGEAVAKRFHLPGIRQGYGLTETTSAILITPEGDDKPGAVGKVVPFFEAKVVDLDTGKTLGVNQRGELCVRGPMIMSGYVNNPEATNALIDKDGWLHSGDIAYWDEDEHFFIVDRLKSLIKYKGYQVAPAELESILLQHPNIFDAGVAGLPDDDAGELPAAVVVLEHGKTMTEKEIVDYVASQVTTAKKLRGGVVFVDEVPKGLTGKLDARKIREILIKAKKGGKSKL
#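 Purified P. pyralis luciferase, 10 nM final, with Km-level 10 uM D-luciferin and 10 uM ATP in 50 mM Tris acetate pH 7.5, 10 mM Mg acetate, 0.01% Tween-20, 0.05% BSA; 6-point qHTS titration about 60 µM downward; luminescence read.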
# BRCA1 expr up – BRCA1 expression activation. Potency, µM (series often up to 46.1 µM), inactives show at the top dose activation, usual class: activators. AID 624202. MCF7-BRCA1-FFLuc reporter, luminescence, 48 h; response scale: scaled: vehicle 0%, 10 µM genistein 100%. 1.1% of 380,000 active; further: potency means the concentration at half of the fitted maximal effect; nearly all actives have a fitted effect of over 80% in size; some results filed as inactive show a strong effect at the top dose
#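 MCF7-BRCA1-FFLuc cells, 2000/well in phenol-red-free MEM, attached 2 h then treated 48 h at 37 C. Luciferase luminescence read 15 min after reagent; normalized to genistein maximum activation (10microM) and DMSO, concentration-response fitted.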
# TRPV1 agonist – agonists of human vanilloid receptor 1 (TRPV1); Q8NER1; TRPV1-expressing cells, Fluo-8 calcium influx, agonist mode; activation, % at 8.33 µM; 0.19% of 320,000 active; in the data active means activation above about 80%; inconclusive means between about 30% and that limit; further: 0% is about no effect
#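 TRPV1-expressing cells were cultured overnight at 35.5C and loaded with Fluo-8 calcium dye for 40 to 90 min at room temperature. After a 10 s baseline, compound was added and calcium influx was read kinetically for 3 min (ex 480/em 520 nm).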
# Rab9 prom act – activates the Rab9 promoter; Huh7 Rab9 promoter-luciferase reporter, luminescence, 24 h; Potency, µM (top dose mostly 9.22 µM), for inactives: at the top dose activation, negative = inhibition, most hits filed as activators; AID 485297; 2.8% of 320,000 active; further: potency means the concentration at half of the fitted maximal effect; % of control where 0% means no effect; nearly all actives have a fitted effect of over 60% in size
#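 Quantitative HTS format; Huh7 Rab9-luciferase reporter cells (1500/well) receive compound 2 h post-plating, incubate 24 h at 37 °C, then get luciferase reagent for 10 min before luminescence reading.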
# p53 reactivation – re-activators of mutant p53; Potency, µM (titrated, usually from 92.2 µM), inactives show at the top dose activity change, positive = activation, actives largely listed as activators; H1299 p53-A138V BP100-luciferase reporter, luminescence, 24 h; 0.063% of 320,000 active; further: potency means the concentration at half of the fitted maximal effect; % of control where 0% means no effect; nearly all actives have a fitted effect of over 45% in size
#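 p53-null H1299 cells stably carrying temperature-sensitive p53-A138V and a BP100-luciferase reporter were pinned with compounds (4-point, 1:5 series) and held 24 hrs at 37 deg C. Luminescence was read 10 min after detection reagent.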
# ELG1 genotox – induces genotoxicity in HEK293T cells with luciferase-tagged ELG1 | 1.3% of 330,000 active | Potency, µM (top dose mostly 46 µM), for the others: at the highest dose activity change, positive = activation, most hits filed as activators | HEK293T ELG1-luciferase reporter, luminescence, 16 h; further: potency means the concentration at half of the fitted maximal effect; % of control where 0% means no effect; nearly all actives have a fitted effect of over 60% in size
#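 Cells (2,000/well) expressing the ELG1-luciferase fusion are dosed by pin tool and kept 16 hr at 37 °C, 5% CO2. Signal comes from ONE-Glo luciferase reagent after 30 min at room temperature.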
# VP16 counter – Gal4-VP16 reporter inhibition counter-screen | Drosophila S2 Gal4-VP16 UAS-luciferase, luminescence, 20 h | Potency, µM (doses to about 53.6 µM), without a hit: at the highest dose activity, negative = inhibition, hits mostly inhibitors | 3.5% of 310,000 active | AID 2546;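 further: Gal4-VP16 expression switched on by copper sulfate through the metallothionein promoter; potency means the concentration at half of the fitted maximal effect; on the % scale 0 is the no-effect control and ±100 the full control effect; nearly all actives have a fitted effect of over 50% in size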
# Numbers without * were called inactive; ? = inconclusive; · = not tested or not shown; & = joins results of further samples; [ ] = remark or other dose. Unless noted, the call rests on the fitted dose curve; in most records, active means well fitted curve in the direction sought with a large enough effect; inconclusive means small, poorly fitted or top-dose-only effect, or another doubt; inactive means no such curve, though single readings can be large; an effect the other way counts as inactive or inconclusive.
SMILES,ELG1 DNA repair,NPC1 prom act,RORgamma inh,Tb PFK inh,FLuc counter,BRCA1 expr up,TRPV1 agonist,Rab9 prom act,p53 reactivation,ELG1 genotox,VP16 counter
CCSc1nc2c(c(=O)n1-c1ccc(F)cc1)SCC2,-6%,-6%,-17%,-7%,2%,-3%,-1,-1%,-7%,0%,-7%
COc1ccc(C2/C=C\CN(S(=O)(=O)c3ccc(C)cc3)CC(=O)N2Cc2cccc(F)c2)cc1 (centres undefined),21µM*,·,17%,-1%,·,-12%,·,·,0%,-2%,4%
O=C(NC1CC2CCCC(C1)N2C(=S)NCCc1ccccc1)C1CC1 (centres undefined),5%,-6%,8%,2%,0%,5%,18,-13%,-4%,0%,-9%
CSc1ccc(CN2CCC(N3CC(C)OC(C)C3)CC2)cc1 (centres undefined),-17%,-5%,-1%,-2%,1%,-5%,3,-4%,1%,-5%,1%
COc1ccc(S(=O)(=O)NCc2ccc(C)cc2)cc1,-10%,-1%,2%,2%,-3%,0%,0,0%,2%,-4%,-9%
Cc1cc(Cl)nc(NC(=O)Nc2cccc(Cl)c2)n1,?,6%,32%,-8%,-17%,14%,3,1%,23%,-8%,-3%
COc1ccc(CNC(=O)COc2cc3c(c4oc(=O)cc(C)c24)CCC(C)(C)O3)cc1OC,?,1%,12%,7%,-6%,-28%,81*,-6%,·,-3%,-4%
Cc1cc(=O)[nH]c(-c2ccc(Cl)cc2)n1,12%,3%,6%,-14%,-2%,0%,?,-4%,2%,1%,-5%
O=C(COC(=O)C1CCCC1)NCc1ccc(Cl)cc1,16%,1%,-3%,2%,1%,-10%,?,2%,4%,5%,3%
Cc1ccc2[nH]c(-c3ccccc3)c(CN3CCOCC3)c(=O)c2c1,?,-2%,14%,7%,-18%,-10%,2,0%,6%,17%,0%
O=c1c2ccccc2cnn1-c1ccc(Br)cc1,?,0.71µM*,-30%,0%,3.4µM*,54%,2,1.6µM*,?,?,-15%
C[C@@H]1CCC2[C@](C)(CO)[C@@H](O)CC[C@]2(C)[C@@]12C[C@](CO)(CC(=O)O)CO2 (some centres undefined),-3%,-2%,1%,-1%,-1%,-2%,1,2%,0%,-1%,1%
CCCOc1cccc(C(=O)Nc2ccc(CN3CCOCC3)cc2)c1,-2%,13%,44%,1%,?,3%,6,-1%,·,-6%,14%
CC1CC(C)CN(C(=O)CSc2nnc(-c3ccc(F)cc3)o2)C1 (centres undefined),-16%,-2%,-33%,-1%,2%,0%,15,-8%,-4%,-1%,-6%
N#CC(Cc1ccccc1OC(F)F)c1nc2ccccc2[nH]1 (centres undefined),-3%,-3%,32%,0%,1%,-33%,21,-2%,3%,1%,-2%
COc1ccc(-n2sc3ccc(F)cc3c2=O)cc1,?,?,·,6.7µM*,?,43%,29,3.5µM*,·,5%,·
Cc1noc(C)c1COc1ccc(C(=O)N2CCN(c3ccccn3)CC2)cc1,0%,4%,·,0%,6%,-15%,-1,0%,3%,-2%,·
CCOc1ccc(S(=O)(=O)NCCC(=O)N(C)CC(=O)Nc2ccc(N3CCOCC3)cc2)cc1,10%,2%,·,10%,-19%,-21%,1,-3%,1%,-1%,·
CCOC(=O)CNC(=O)CSc1ncnc2c1nnn2-c1ccc(F)cc1,?,0%,-37%,1%,?,-66%,-1,-1%,4%,7%,17%
C[C@H](NC(=O)c1ccco1)C(=O)NCc1cccs1,9%,-1%,·,-4%,-1%,1%,2,-3%,8%,0%,·
COc1ccc(CNS(=O)(=O)c2ccc3oc(C(=O)O)c(C)c3c2)cc1,-1%,-4%,-7%,-1%,0%,1%,0,1%,-6%,2%,17%
CCOC(=O)C(NC(=O)Cc1ccccc1)(Nc1cc(C)on1)C(F)(F)F (centres undefined),-20%,1%,-8%,2%,-1%,11%,-6,-4%,1%,-4%,-9%
O=S(=O)(NC1Cc2ccccc2C1)c1ccccc1,7%,-1%,9%,-2%,-1%,0%,10,0%,8%,1%,-1%
c1ccc(Cc2nnc3n2CCCCC3)cc1,11%,1%,-5%,?,4%,2%,2,1%,1%,0%,-5%
COc1ccccc1NC(=O)C1CCCN(c2cnccn2)C1 (centres undefined),9%,0%,-15%,-2%,1%,0%,0,0%,-10%,-2%,3%
CCCCOCC(O)CN1CCN(C(C)=O)CC1 (centres undefined),8%,1%,-28%,1%,13%,3%,-5,0%,4%,0%,-1%
CC1CCN(S(=O)(=O)c2ccc(NC(=O)Cn3nnc(-c4ccccc4F)n3)cc2)CC1,-2%,1%,23%,0%,3%,0%,0,0%,-8%,5%,1%
COc1ccc(CNC(=O)CN(C)Cc2ccc(SC)cc2)cc1,-1%,-5%,-3%,0%,-6%,12%,?,2%,2%,0%,6%
CCc1ccc(NC(=O)C2CCCN(S(=O)(=O)c3ccc4[nH]c(=O)ccc4c3)C2)cc1 (centres undefined),-2%,-6%,?,-8%,-1%&-2%,-24%,0,-6%,17%,?,?
O=C(CNc1cccc([N+](=O)[O-])c1)N1CCN(S(=O)(=O)c2ccc(Cl)cc2)CC1,-11%,1%,·,0%,3%,-33%,1,-5%,3%,-2%,·
COC(=O)c1cc2ccsc2n1Cc1nc(-c2cccc(Cl)c2)oc1C,10%,1%,-1%,2%,-1%,-1%,1,-1%,10%,-1%,?
CCOc1ccccc1C(=O)NCC(=O)OCC(=O)c1c(N)n(C)c(=O)n(C)c1=O,9%,·,·,1%,·,4%,·,·,9%,6%,·
CCOC(=O)c1sc(NC(=O)CS(=O)(=O)c2ccc(C)cc2)nc1C,?,1%,12%,0%,2%,0%,20,2%,0%,3%,15%
Cc1ccccc1N1CCN(C2CCCN(C(=O)c3snnc3C)C2)CC1 (centres undefined),12%,-7%,-15%,5%,2%,0%,1,-13%,-9%,-4%,4%
Cc1nc(C(=O)NNC(=O)c2ccc(Cl)cc2)c(C(F)(F)F)o1,?,-3%,11µM*,-12%,-6%,-9%,5,-9%,8%,-2%,?
COc1ccc(NC(=O)CCC(=O)c2cccs2)cc1S(=O)(=O)Nc1ccccc1Cl,-18%,-1%,12%,0%,2%,-29%,-4,1%,8%,2%,-12%
CCOC(=O)c1ccc(-n2c(CCC(=O)O)ccc2-c2ccccc2)cc1,5%,1%,-18%,1%,?,-1%,-2,0%,-3%,1%,2%
O=C(O)c1cc(-c2ccco2)nc2ccc(Br)cc12,?,0%&0%,4%[0.365 µM],0%&15%,19µM*,0%&-2%,-1&-11,-5%&6%,24%&5%,-6%&-1%,-25%
O=c1cc(O)c2sc3nc(C(F)(F)F)c4c(c3c2[nH]1)CCCCC4,27%,1%,9%,-1%,19µM*,18%,0,3%,-4%,4%,-15%
CN(C)CCn1c(=S)[nH]c2ccccc2c1=O,2%,14%,5%,-8%,0%,-4%,1,1%,-5%,5%,-8%
C/C(CC(=O)Nc1ccc(N(C)C)cc1)=N\NC(=O)c1ccc([N+](=O)[O-])cc1,-20%,6%,?,-7%,-6%,-10%,-4,-3%,-4%,-2%,?
Cc1ccc(OCC(=O)N2CCN(S(C)(=O)=O)CC2)cc1,15%,0%,11%,-3%,-2%,-5%,-3,-4%,1%,4%,8%
Cc1ccc(Nc2nnc(SCn3nnc4ccccc4c3=O)s2)cc1,?,14%,-40%,-3%,?,26%,2,18%,4%,?,-11%
O=C(CSc1nnc(-c2ccccc2Cl)o1)N1CCCC1,?,?,-11%,0%,15µM*,7.1µM*,-3,?,?,?,4%
COc1ccc(S(=O)(=O)N(C)CC(=O)Nc2ccccc2OC)cc1,-11%,-1%,33%,3%,7%,8%,0,-5%,-2%,-2%,12%
O=S(=O)(Nc1nccs1)c1cnc(Cl)c(Br)c1,-2%,-1%,?,0%,-2%,-22%,-3,-4%,-2%,-1%,?
O=C(/C=C/c1ccco1)N(Cc1ccc(F)cc1)C1CCS(=O)(=O)C1 (centres undefined),2%,-3%,25%,-1%,0%,4%,1,-3%,-3%,-1%,7%
